Tb PFK inh – blocks T. brucei phosphofructokinase. T. brucei PFK, ADP-Glo luminescence. Potency, µM (doses to about 57.5 µM), inactives show at the highest dose activity, negative = inhibition, actives largely listed as inhibitors. hit rate 0.17% among 330,000. AID 485367;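 note: potency is the fitted concentration of half-maximal effect; 0% = uninhibited 1x PFK enzyme wells and -100% = no-enzyme wells; nearly all actives have a fitted effect of over 60% in size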
Target sequence (O15648 whole entry, looked up): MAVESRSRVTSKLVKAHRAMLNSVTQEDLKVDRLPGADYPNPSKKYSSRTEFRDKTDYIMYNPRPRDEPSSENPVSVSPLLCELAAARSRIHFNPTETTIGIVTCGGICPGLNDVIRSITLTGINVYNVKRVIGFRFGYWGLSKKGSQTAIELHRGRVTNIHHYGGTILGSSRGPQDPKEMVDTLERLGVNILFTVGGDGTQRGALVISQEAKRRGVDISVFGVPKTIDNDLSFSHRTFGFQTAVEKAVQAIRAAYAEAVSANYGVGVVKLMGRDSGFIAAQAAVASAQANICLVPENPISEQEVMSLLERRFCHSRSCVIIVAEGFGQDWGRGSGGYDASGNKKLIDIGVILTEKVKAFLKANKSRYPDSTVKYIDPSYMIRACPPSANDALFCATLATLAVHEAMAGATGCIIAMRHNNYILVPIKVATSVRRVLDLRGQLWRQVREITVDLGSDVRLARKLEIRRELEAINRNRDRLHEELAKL
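ADP-Glo luminescence quantified ADP after 45 min at room temperature, with 1.25 nM T. brucei PFK, 0.1 mM ATP and 0.5 mM fructose-6-phosphate in pH 8.0 TEA buffer. qHTS titrations up to 57 µM; curves classified by quality.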
Mito fusion yeast – mitochondrial division inhibition or fusion activation; S. cerevisiae fusion-defective mutant growth rescue, CellTiterGlo 48 h; Potency, µM (titrated, usually from 46.1 µM), for inactives: at the highest dose growth rescue (activation), hits mostly activators; hit rate 0.23% among 320,000;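 note: potency is the fitted concentration of half-maximal effect; % of control where 0% means no effect; nearly all actives have a fitted effect of over 45% in size; temperature-sensitive fusion mutants such as fzo1-1 at 37 °C on non-fermentable ethanol glycerol medium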
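Yeast fusion mutant, YPEG (non-fermentable carbon), compound, 48 h at 37C non-permissive; CellTiterGlo added, 10 min RT, luminescence read. Rescued growth = division inhibition.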
Integrin act MD – integrin-mediated muscular dystrophy alleviation activation | alpha7betagal myoblasts, beta-gal FDG fluorescence, 48 h | hit rate 0.064% among 350,000 | Potency, µM (titrated, usually from 38.3 µM), for the others: at the highest dose activation, hits mostly activators;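 note: potency is the fitted concentration of half-maximal effect; 100% = response of the positive control SU9516; nearly all actives have a fitted effect of over 60% in size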
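alpha7betagal+/- myoblasts (passage 13, 250/well) treated 48 h at 37C with compounds at 1:260 dilution of DMSO stock. Lysed, then beta-galactosidase activity read as FDG fluorescence (ex 480/em 540) after 30 min, with pre-read for autofluorescence.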
Eya2 phos inh – blocks the phosphatase activity of human Eya2; O00167; recombinant Eya2, OMFP fluorescence dephosphorylation (OMFP is methylfluorescein phosphate); Potency, µM (series often up to 76.9 µM), for inactives: at the top dose activity, negative = inhibition, hits mostly inhibitors; hit rate 0.006% among 330,000; AID 488837; note: potency is the fitted concentration of half-maximal effect; % is set by controls: 0 for no effect and ±100 for the full control effect
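Eya2 (0.2 uM) preincubated 10 min at ambient with compound, then OMFP substrate added at 50 uM; 10 min reaction in 50 mM HEPES pH 7.5, 50 mM NaCl, 5 uM MgCl2, 0.05% BSA, 1 mM DTT. Fluorescence read at Ex 485/Em 525 nm.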
A-T KAP1 phos – candidate therapy for ataxia-telangiectasia; hit rate 0.19% among 320,000; […] A-T fibroblasts, KAP-1 phosphorylation AlphaLISA; neocarzinostatin DNA damage 30 min before lysis; Potency, µM (titrated, usually from 57.5 µM), for inactives: at the highest dose activation, most hits filed as activators; note: potency is the fitted concentration of half-maximal effect; % of control where 0% means no effect; nearly all actives have a fitted effect of over 45% in size
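ATM-like activity read as KAP-1 phosphorylation via AlphaLISA donor/acceptor antibody pairs after lysis and 6 hr at 25C. Cells were ATM-null patient fibroblasts ([…], hTERT), dosed 60 min, then exposed to the DSB inducer NCS for 30 min.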
BCR signal inh – blocks chronic active B-cell receptor signaling; hit rate 0.05% among 340,000; Potency, µM (top dose mostly 46.1 µM), inactives show at the highest dose ratio change, negative = lower green/red ratio, actives largely listed as inhibitors; ABC-DLBCL IkBa-CBG/CBR reporter, luminescence ratio, 4 h; AID 493014; active = well fitted inhibition curve with a large enough effect in the signal ratio, with a control signal flat, not every such curve was filed as active; inconclusive = small, poorly fitted or top-dose-only effect, or effect the other way, or a change in a side signal; the % refers to the signal ratio;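 note: potency is the fitted concentration of half-maximal effect; plate controls were basal doxycycline-induced cells for no effect and cells given 10 µM MG132 for full effect; MG132 reads +100%, hits lower the ratio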
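Compounds up to 46 uM were incubated four hours with TMD8 cells whose green CBG68 luciferase is fused to IkappaBalpha; red CBR luminescence normalised the signal, and concentration-effect curves were fitted to fusion, red and ratio data.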
TSG101-PTAP inh – blocks PTAP/TSG101 interaction to inhibit HIV-1 budding; Q99816; 340,000 tested, under 10 active; Potency, µM (highest dose often 115 µM), for inactives: top-dose activity change, negative = inhibition, usual class: inhibitors; Fluorescence polarization, FITC-PTAP peptide / Tsg101 binding; active = well fitted inhibition curve with a large enough effect in the main read-out, with a control signal flat, not every such curve was filed as active; inconclusive = small, poorly fitted or top-dose-only effect, or effect the other way, or a change in a side signal; inactive = no such curve, though single readings can be large or run the other way; note: potency is the fitted concentration of half-maximal effect; % of control where 0% means no effect
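Fluorescence anisotropy tracks displacement of a FITC-tagged PTAP peptide (50 nM) from the Tsg101 binding domain (10 uM), following a 20 min room-temperature incubation at pH 7.5.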
ELG1 repair inh – inhibitors of ELG1-dependent DNA repair in HEK293T cells; HEK293T ELG1-luciferase reporter, luminescence, 16 h; DNA damage induced by 5-fluorouridine; Potency, µM (series often up to 46.1 µM), for inactives: top-dose activity change, negative = inhibition, hits mostly inhibitors; hit rate 2.3% among 330,000; note: potency is the fitted concentration of half-maximal effect; % is set by controls: 0 for no effect and ±100 for the full control effect; nearly all actives have a fitted effect of over 55% in size
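Reporter activity after DNA damage by 5-fluorouridine is monitored. Compound-treated cells incubate 16 hr at 37 °C, then ONE-Glo is added for 30 min before luminescence reading.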
ASM inhibitor – inhibitors of human secretory acid sphingomyelinase. Potency, µM (series often up to 57.5 µM), for the others: top-dose activity change, negative = inhibition, hits mostly inhibitors. hit rate 0.006% among 340,000. AID 504937. P17405. placental ASM, HMU-PC fluorogenic substrate, 60 min; note: potency is the fitted concentration of half-maximal effect
Target sequence (P17405 47-631 limits assumed): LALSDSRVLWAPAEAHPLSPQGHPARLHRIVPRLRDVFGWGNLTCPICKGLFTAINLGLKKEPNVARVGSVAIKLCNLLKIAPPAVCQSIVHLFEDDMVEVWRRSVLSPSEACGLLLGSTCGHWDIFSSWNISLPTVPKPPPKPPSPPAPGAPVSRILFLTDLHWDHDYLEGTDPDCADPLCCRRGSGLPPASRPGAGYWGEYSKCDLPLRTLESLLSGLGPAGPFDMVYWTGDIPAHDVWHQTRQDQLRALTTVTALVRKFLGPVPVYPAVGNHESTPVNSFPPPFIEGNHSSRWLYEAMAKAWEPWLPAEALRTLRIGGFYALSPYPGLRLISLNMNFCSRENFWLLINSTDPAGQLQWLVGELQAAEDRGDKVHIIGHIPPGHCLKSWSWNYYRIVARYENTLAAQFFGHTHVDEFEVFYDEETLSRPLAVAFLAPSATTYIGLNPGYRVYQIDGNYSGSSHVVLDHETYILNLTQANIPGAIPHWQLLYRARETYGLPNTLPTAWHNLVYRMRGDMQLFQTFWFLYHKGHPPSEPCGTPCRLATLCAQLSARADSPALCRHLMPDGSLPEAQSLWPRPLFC
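Fluorogenic HMU-PC substrate (9 uM final) is turned over by placental ASM in 60 min at 37 C after a 10 min compound preincubation. Reaction ended by alkaline stop (pH 10), with fluorescence read at 386/447 nm.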
TSHR antagonist – blocks TSH signaling through the human TSH receptor | TSHR-expressing cells, TSH-stimulated cAMP HTRF, 2 h; active compounds read low | activity change, negative = inhibition, % at 11.5 µM | hit rate 0.2% among 330,000;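 active = activity change below a set negative limit, meaning inhibition stronger than a set level, cut at about -70% in these data; inconclusive = activity change between two set negative limits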; note: % is set by controls: 0 for no effect and ±100 for the full control effect
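Cell-based HTRF cAMP assay; TSHR cells + compound, TSH EC80 (4nM final), 2 h, 37 deg C. Lysis with anti-cAMP cryptate and cAMP-d2, 30 min RT, read 665/620 nm.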
TCR act – T cell receptor activation; Potency, µM (titrated, usually from 9.22 µM), without a hit: at the top dose activation of IL-2 secretion, most hits filed as activators; primary human leukocytes, anti-CD3, IL-2 HTRF, 48 h; 330,000 tested, under 10 active; note: % of control where 0% means no effect
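Activity was scored as IL-2 release from primary human leukocytes given only a TCR signal (a-CD3 beads) plus compound for 48 hr. Detection used a two-antibody HTRF format read at 665nm.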
Starred values were filed as active, the others as inactive; i = inactive; ? = inconclusive; nt = not tested or not shown; [ ] = dose if it differs, or a comment. Unless noted, calls come from the whole dose curve; as a rule, active = well fitted curve in the direction sought with a large enough effect; inconclusive = small, poorly fitted or top-dose-only effect, or another doubt; inactive = no such curve, though single readings can be large; an effect the other way counts as inactive or inconclusive. Compounds were not picked by outcome; overall some 3.2% were active at least once.

No.	SMILES	Tb PFK inh	Mito fusion yeast	Integrin act MD	Eya2 phos inh	A-T KAP1 phos	BCR signal inh	TSG101-PTAP inh	ELG1 repair inh	ASM inhibitor	TSHR antagonist	TCR act
1	CCOc1ccc(C(c2nnnn2C(C)(C)C)N2CCN(C(=O)c3ccco3)CC2)cc1 (stereo not given)	-1%	2%	0%	-6%	3%	?	0%	4%	-2%	5	-1%
2	CC1SCC(=O)N(CC(=O)NCc2ccccc2)C1=O (stereo not given)	0%	0%	5%	3%	-3%	-4%	0%	29%	1%	4	-3%[46.1 µM]
3	COc1ccc(-c2ccccc2[C@H]2[C@@H]3C=CC[C@@H](C)[C@@H]3C(=O)N2Cc2ccccc2)cc1	-1%	nt	-22%	-4%	6%	7%	-2%	?	-9%	-11	-1%[46.1 µM]
4	O=C1[C@H]2[C@@H](c3ccc(F)cc3)N3C(=O)N(c4ccccc4)C(=O)[C@@]3(Cc3ccccc3)[C@H]2C(=O)N1C1CCCCC1	-9%	1%	-27%	1%	12%	?	-1%	-2%	-2%	-3	-51%
5	COc1ccccc1NC(=S)NCCSc1ccc(C)cc1	-6%	14%	-12%	0%	nt	?	-3%	?	3%	-6	-3%[46.1 µM]
6	O=C(CN1CCN(C(=O)C2CC2)CC1)Nc1cc(C(F)(F)F)cc(C(F)(F)F)c1	-1%	-4%	25%	-8%	-6%	-10%	-6%	22%	-4%	3	1%
7	Cc1cc2nc(-c3ccc[nH]c3=O)[nH]c2cc1C	-12%	-56%[inhibitor]	8%	3%	?	?	-5%	?	i	5	0%
8	Nc1cc(S(=O)(=O)Nc2ccc(Cl)cc2)ccc1N1CCOCC1	-7%	7%	-54%[inhibitor]	-8%	-19%	-11%	-7%	15µM*	3%	-16	3%
9	COc1cccc(/C=C2\SC(=O)N(CC(=O)NC3CCS(=O)(=O)C3)C2=O)c1 (stereo not given)	15%	0%	18%	2%	1%	?	-6%	8%	0%	-7	-3%
10	Cc1ccc(C(=O)Nc2cccc(C(=O)O)c2)cc1S(=O)(=O)N1CCOCC1	0%	0%	18%	-21%	-5%	-21%	2%	?	-1%	-2	nt

(cont.)
No.	SMILES	Tb PFK inh	Mito fusion yeast	Integrin act MD	Eya2 phos inh	A-T KAP1 phos	BCR signal inh	TSG101-PTAP inh	ELG1 repair inh	ASM inhibitor	TSHR antagonist	TCR act
11	CCC(Cc1ccccc1)NS(=O)(=O)c1c(C)nc2sccn2c1=O (stereo not given)	0%	2%	11%	-10%	-5%	-6%	-2%	9%	4%	9	1%
12	COc1ccc(-c2cc(N3C(=O)Nc4ccccc4N3O)n[nH]2)cc1OC	-3%	-3%	?	3%	-6%	-26%	-2%	?	11%	19	2%[46.1 µM]
13	COc1ccccc1NC(=O)CSc1nc2ccccc2cc1Cc1ccccc1	0%	6%	10%	3%	7%	?	-1%	-7%	-11%	-4	5%
14	CN(C)Cc1c(C(C)(C)O)[nH]c2ccc(C(F)(F)F)cc12	1%	nt	0%	-22%	1%	0%	nt	9%	-3%	14	3%
15	COc1ccc(Cn2nnnc2C(c2cc3cc(C)ccc3[nH]c2=O)N2CCOCC2)cc1 (stereo not given)	-2%	-1%	-8%[7.66 µM]	-17%	7%	?	-5%	?	7%	28	7%
16	COCCN(C(=O)CNC(=O)c1cccs1)C(C(=O)NC1CCCC1)c1cccs1 (stereo not given)	-2%	15%	-12%	-6%	?	3%	1%	7%	-2%	7	7%
17	Cc1ccc(NC(=O)NC(=O)CN2CCCC2c2ccc3c(c2)OCCO3)cc1C (stereo not given)	5%	19%	24%	-12%	25%	0%	1%	5%	1%	19	-1%
18	Cc1cccc(CSc2nnc([C@@H]3CCCN3C(=O)OC(C)(C)C)o2)c1	0%	1%	-20%	1%	54%	0%	-1%	3%	0%	-7	1%
19	CCOC(=O)c1ccc(NC(=O)COc2ccc(S(=O)(=O)NC(C)C)cc2)cc1	-4%	-2%	-14%	0%	2%	7%	-6%	-15%	-6%	-2	2%
20	O=C(NCc1ccccc1F)C1CCCN1C(=O)Nc1ccc(F)cc1 (stereo not given)	4%	0%	-9%	-16%	4%	6%	-11%	-13%	0%	3	-2%

Next part:
No.	SMILES	Tb PFK inh	Mito fusion yeast	Integrin act MD	Eya2 phos inh	A-T KAP1 phos	BCR signal inh	TSG101-PTAP inh	ELG1 repair inh	ASM inhibitor	TSHR antagonist	TCR act
21	COc1ccc2cc(C(=O)NCc3ccccc3)c(=Nc3ccc(C(=O)O)cc3)oc2c1	-4%	-2%	0%	1%	0%	?	-4%	?	0%	-9	5%
22	N#Cc1c(-c2ccccc2)cc(C2CC2)nc1N	1%	?	-44%	6%	8%	?	-15%	0%	-3%	29	-14%
23	CCOc1cc(C(=O)OCC(=O)Nc2ccc(SC(F)F)cc2)cc(OCC)c1OCC	2%	-8%	-17%	7%	nt	?	-2%	14%	-4%	9	4%[46.1 µM]
24	CCCc1nc2sc3c(c2c(=O)n1NC(=O)CCC(=O)O)CCCC3	-4%	-1%	3%	-3%	4%	7%	-2%	12%	10%	-3	-2%
25	O=C(C[C@@H]1C/C=C\C[C@@H](Cc2ccc(F)cc2)C(=O)OCCNC1=O)NCCO	0%	nt	7%	-22%	1%	-1%	1%	7%	40%	2	-2%
26	Cc1cc(C)n(-c2cc(N3CCOCC3)ncn2)n1	0%	-5%	7%	-1%	0%	0%	-1%	1%	6%	1	3%[46.1 µM]
27	CC(C)Oc1cccc(C(=O)C2CCCN(C(=O)CCn3cnnn3)C2)c1 (stereo not given)	-4%	0%	-23%	1%	-1%	8%	0%	18%	0%	1	2%
28	CCC(=O)OCc1cc2cccc(C)c2[nH]c1=O	-1%	4%	-14%	9%	29%	-1%	-4%	?	-1%	2	-1%
29	CC(C)COC(=O)N1CCCC1C(=O)Nc1nccs1 (stereo not given)	2%	-1%	21%	-7%	1%	5%	0%	-2%	4%	14	-1%
30	CCS(=O)(=O)N1CCC(NC(=O)C(Cc2ccc(OC)c(OC)c2)NC(C)=O)CC1 (stereo not given)	1%	0%	0%	-11%	-13%	0%	-1%	-14%	0%	5	nt

Other entries follow:
No.	SMILES	Tb PFK inh	Mito fusion yeast	Integrin act MD	Eya2 phos inh	A-T KAP1 phos	BCR signal inh	TSG101-PTAP inh	ELG1 repair inh	ASM inhibitor	TSHR antagonist	TCR act
31	O=C(Nc1ccccc1C(F)(F)F)c1ccc(F)c(S(=O)(=O)N2CCOCC2)c1	-2%	-2%	-20%	-8%	-1%	-1%	-12%	-8%	7%	16	-17%
32	CCOC(=O)c1cccnc1SC(CC)C(=O)NCc1ccco1 (stereo not given)	-4%	0%	-9%	18%	nt	-3%	-9%	11%	-3%	-2	0%
33	COc1ccc(NC(=O)Cn2c3ccc(OC)cc3c3nc4n(c(=O)c32)CCS4)cc1	-2%	6%	1%	7%	-1%	-2%	2%	?	-12%	-1	-5%
34	Cc1ccccc1C(=O)NNC(=O)CSc1nc2ccccc2c(=O)[nH]1	0%	-3%	-13%	7%	-1%	?	0%	0%	1%	-5	5%
35	CCOC(=O)C1(CCOc2ccccc2)CCN(Cc2ccc(O)c(OCC)c2)CC1	-4%	-2%	-47%[inhibitor]	3%	nt	-13%	-1%	?	0%	-19	8%
36	Cc1ccc(Cl)cc1N1CCN(C(=O)C2CCN(S(C)(=O)=O)CC2)CC1	1%	19%	0%	5%	3%	?	0%	-11%	-2%	-3	-4%
37	CSc1ccccc1OCc1cc(C(=O)NCc2csc(C(C)C)n2)no1	4%	-3%	-12%	-3%	23%	?	-1%	-2%	-3%	-35	5%
38	CC(C)(C)C(=O)Nc1nc(C2CCCN2S(=O)(=O)c2ccc(Cl)cc2)cs1 (stereo not given)	0%	3%	-18%	-8%	nt	?	-1%	?	-1%	-5	4%
39	CC1CCCCC1NCc1cccc([N+](=O)[O-])c1 (stereo not given)	-9%	-6%	6%	-2%	0%	3%	-2%	?	-2%	12	4%
40	N#CC1=C(N)NC(SCC(=O)c2ccccc2)=C(C#N)C12CCCC2	-5%	2%	19%	-12%	-13%	1%	1%	0%	-7%	4	10%

Bioassay records as filed in PubChem BioAssay.
